# hcDAF12 agonist: activates DAF-12 receptor from parasite H. contortus. HEK293 hcDAF-12 lit1-tk-luc reporter, luminescence; 0% DMSO, 100% Δ7-dafachronic acid. activation, % at 6.8 µM. hit rate 1.4% among 370,000. AID 652067;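 active = activation above the mean of all tested compounds plus 3 SD, cut at about 5.5% in these data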;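 note: 100% = response to 3 µM Δ7-dafachronic acid high control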
# DAX1 inh-1: inhibitors of human orphan nuclear receptor DAX1 (NR0B1). HEK293 Gal4-DAX1 luciferase reporter, luminescence. hit rate 0.99% among 340,000. AID 504766. inhibition, % at 6.75 µM. P51843;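 active = inhibition above the mean over all tested compounds plus 3 SD, cut at about 4.2% in these data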;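 note: 0% = DAX1-transfected cells with DMSO and 100% = empty-vector control cells with DMSO; inhibition shows as a rise in luminescence from relieved DAX1 repression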
# Target sequence (P51843 207-470 limits assumed): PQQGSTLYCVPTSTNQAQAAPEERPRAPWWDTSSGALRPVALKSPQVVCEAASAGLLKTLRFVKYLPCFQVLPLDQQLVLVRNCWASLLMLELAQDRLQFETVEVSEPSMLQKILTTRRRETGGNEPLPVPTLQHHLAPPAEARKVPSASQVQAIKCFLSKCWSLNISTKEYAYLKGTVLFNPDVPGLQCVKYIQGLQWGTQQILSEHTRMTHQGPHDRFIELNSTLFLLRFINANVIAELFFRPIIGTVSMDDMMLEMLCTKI
# ADAM10 inh: inhibitors of human ADAM10; inhibition, % at 7 µM; recombinant ADAM10, EDANS/DABCYL FRET peptide cleavage, 3 h; hit rate 0.62% among 370,000;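 active = inhibition above a per-campaign cutoff equal to the mean of compounds falling between control-based bounds plus 3 SD, cut at about 20% in these data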;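 note: 0% = DMSO wells while the 100% control is not disclosed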
# ssDAF-12 act: activates DAF-12 receptor from parasite S. stercoralis; activation, % at 6.8 µM; HEK293 ssDAF-12/GRIP1 lit1-tk-luc reporter, luminescence; % of 3 µM dafachronic acid response; AID 652126; hit rate 1% among 370,000;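 active = activation above the mean over all tested compounds plus 3 SD, cut at about 0.9% in these data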;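 note: 0% = DMSO-only wells and 100% = 3 µM delta7-dafachronic acid wells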
# GC-B act: GC-B (human) receptor activation; activation, % at 10 µM; HEK293-GC-B cells, CNP EC30, cGMP TR-FRET; 0% at EC30 CNP, 100% saturating CNP; hit rate 0.11% among 370,000;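 active = activation at 10 µM reaching about 35% in either raw or pattern-adjusted values, limit read from the data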
# HGIII-sPLA2 inh: Inhibits HGIII-sPLA2 liposome hydrolysis, primary screen | Q9NZ20 | QFRET BODIPY PC-A2 liposome hydrolysis, fluorescence | inhibition, % at 12.2 µM | hit rate 0.56% among 370,000 | AID 743126;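 active = inhibition above mean plus 3 SD of compounds lying within the high and low control bounds, cut at about 19% in these data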;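 note: 0% = median of test compound wells and 100% = no enzyme DMSO wells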
# Target sequence (Q9NZ20 whole entry, looked up): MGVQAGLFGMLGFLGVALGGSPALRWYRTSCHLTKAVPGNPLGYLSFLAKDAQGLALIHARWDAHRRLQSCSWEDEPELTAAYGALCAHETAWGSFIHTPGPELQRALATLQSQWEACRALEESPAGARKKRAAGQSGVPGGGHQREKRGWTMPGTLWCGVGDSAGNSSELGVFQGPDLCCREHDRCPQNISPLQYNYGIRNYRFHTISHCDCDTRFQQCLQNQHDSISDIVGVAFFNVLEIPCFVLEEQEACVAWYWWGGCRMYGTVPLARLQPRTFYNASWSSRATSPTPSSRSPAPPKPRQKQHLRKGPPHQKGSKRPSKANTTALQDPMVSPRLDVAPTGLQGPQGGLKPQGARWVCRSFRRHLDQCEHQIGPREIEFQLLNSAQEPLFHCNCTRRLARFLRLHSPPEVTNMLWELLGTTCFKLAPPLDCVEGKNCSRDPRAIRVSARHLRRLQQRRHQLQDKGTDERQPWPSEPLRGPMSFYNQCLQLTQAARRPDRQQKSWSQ
# FXN GAA850 act: frataxin GAA850 promoter activation; HEK293 lucGAA850 FXN promoter luciferase reporter, 24 h; percent of 10 µM SAHA response; activation, % at 6 µM; hit rate 0.56% among 360,000; AID 540364;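 active = activation above the average of all compounds screened plus 3 SD, cutoff fixed separately per campaign, cut at about 7.5% in these data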;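 note: 0% = DMSO wells and 100% = 10 µM SAHA wells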
# SMARCA2 act: SMARCA2 function activation, primary screen; MG213 cells, MMTV-luciferase reporter, dexamethasone, overnight; hit rate 1% among 370,000; activation, % at 9.1 µM; in the data active = activation above about 7.8%;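 note: 0% = vehicle wells and 100% = reference activator wells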
# DAX1 inh-2: inhibitors of DAX1 repression of SF-1 activated StAR promoter; HEK293T StAR-luciferase reporter, SF-1/DAX-1 repression relief; inhibition, % at 6.8 µM; hit rate 1.1% among 370,000; AID 652010;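 active = inhibition above the mean over all tested compounds plus 3 SD, cut at about 3.6% in these data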;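 note: 0% = DAX-1 cells with DMSO and 100% = cells lacking DAX-1 with DMSO; higher inhibition means more luminescence from relief of DAX-1 repression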
# NPR1 activator: GC-A (human) enzyme activation; HEK293 GC-A cells, cGMP TR-FRET, EC30 ANP; 0% at EC30 ANP, 100% saturating ANP; activation, % at 10 µM; hit rate 0.14% among 370,000; AID 1671463; in the data active = activation above about 40%
# hgDAF-12 ag: hgDAF-12 agonism, primary luciferase screen | HEK293 GAL4-hgDAF12 UAS-luciferase reporter, agonist luminescence; normalized to butyrate control | activation, % at 6.8 µM | hit rate 1.8% among 370,000 | AID 687014;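 active = activation above a cutoff set at the mean of all screened compounds plus 3 SD, cut at about 10% in these data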;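 note: 0% = DMSO wells and 100% = sodium butyrate wells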
# Numbers without * were called inactive; x = no result given.
SMILES,hcDAF12 agonist,DAX1 inh-1,ADAM10 inh,ssDAF-12 act,GC-B act,HGIII-sPLA2 inh,FXN GAA850 act,SMARCA2 act,DAX1 inh-2,NPR1 activator,hgDAF-12 ag
Cc1nnc(C)n1/N=C/c1ccc(-c2ccccc2Cl)o1,1.6,2.0,10,-0.9,1,8,0.4,-3,0.1,-6,1.4
Cc1onc(-c2c(F)cccc2Cl)c1C(=O)N(C)CCc1ccccn1,0.4,-0.4,-9,-1.3,-2,8,0.6,-1,0.0,2,2.2
Cc1ccccc1-n1c(=O)cc(N2CCN(C(=O)c3ccco3)CC2)[nH]c1=O,1.0,0.5,-2,-1.6,0,-4,0.9,2,-1.8,5,0.9
Cc1ccccc1CN1CCCC(C(=O)Nc2ccccc2Oc2cccnc2)C1 (configuration not stated),-1.2,0.7,-4,-0.1,-7,1,-1.1,-2,0.0,-8,-2.4
CC(C)(CN=C1NS(=O)(=O)c2ccccc21)CNC(=O)CN1C(=O)c2ccccc2C1=O,-1.9,-1.0,-2,-0.9,0,1,-2.6,0,-0.1,4,-0.8
O=C(NCCCc1ccccc1)c1cccc(NC(=O)C2CCCCC2)c1,-0.6,-1.8,4,-1.3,4,-2,-0.3,-1,2.2,3,-2.2
CC(OC(=O)C1CCN(S(=O)(=O)c2ccccc2C(F)(F)F)CC1)C(=O)N(C)Cc1ccccc1 (configuration not stated),-1.8,-0.7,0,-1.4,-2,-17,-1.0,-3,-1.6,1,-2.9
Cc1ncc(CN2CCC(C(=O)Nc3ccc(Oc4cccnc4)cc3)CC2)cn1,-1.4,0.1,-6,-1.3,2,-8,-0.5,-2,-0.9,1,-1.2
O=C(CS(=O)(=O)c1cn(Cc2ccccc2Cl)c2ccccc12)N1CCOCC1,-2.0,-0.2,0,-1.5,3,-3,-1.3,2,-0.2,-5,0.8
Cc1ccc(-n2nc(CN3CCOCC3)c(-c3ccccc3)c2N)cc1Cl,2.1,-0.1,2,-1.8,4,-3,-0.8,-3,-0.5,-1,1.4
COCCNc1nc(NCc2cccc(OC)c2)c2sc(-c3ccccc3)cc2n1,-2.3,x,-59,-1.5,3,0,-0.9,-1,-1.6,12,-2.6
CC(CCc1ccccc1)NC(=O)CN(C)Cc1ccccc1F (configuration not stated),-0.1,-0.9,9,-1.2,0,-1,0.2,0,-0.5,4,-0.3
O=[N+]([O-])c1ccc(/C=C/c2ccncc2)cc1,-0.7,0.4,4,-1.5,-3,6,2.6,7.9*,-0.3,0,0.1
Cc1cccc(-c2noc(CN(C(=O)/C=C/c3ccccc3Cl)C(C)C)n2)c1,-3.2,0.3,11,-1.8,-1,-12,0.0,1,-0.4,-2,-2.4
COc1ccc(CCN2C(=O)CSC2=Nc2ccc(C)cc2C)cc1OC,-1.4,0.8,-6,-1.4,1,13,0.1,-3,-0.1,-5,-0.4
C=CCSc1n[nH]c(-c2ccccc2)n1,0.4,1.0,-6,-0.9,6,-2,2.9,2,1.8,4,3.8
CC(=O)Nc1cccc(NC(=O)CSc2nnc3ccccn23)c1,-0.1,0.7,-16,-0.6,1,8,-0.1,-4,0.3,6,-0.3
CCOc1ccc(NC(=O)N2CCCC2C(=O)NCc2ccco2)cc1 (configuration not stated),0.9,0.2,6,-1.1,1,1,2.3,2,-0.5,0,-0.5
Cc1nn(CC(=O)OCC(=O)Nc2c(C(C)C)cccc2C(C)C)c(C)c1[N+](=O)[O-],1.0,1.3,0,-1.3,-4,-3,0.6,-2,0.0,-9,-0.2
Cc1ccc(NC(=O)c2cc(F)c(F)cc2Cl)nc1,1.2,1.3,-11,-0.4,5,7,1.6,-3,2.9,-2,17*
COc1ccc(-c2nn(-c3ccccc3)cc2/C=N/Nc2cccc(C(=O)O)c2)cc1,-0.2,-0.6,2,-1.8,-1,-16,5.5,9.1*,1.1,-2,3.9
Cc1c(NC(=S)N2CCN(c3ccc(F)cc3)CC2)c(=O)n(-c2ccccc2)n1C,0.2,1.1,-6,-1.3,1,4,0.0,0,-0.8,4,-0.1
CC(=O)c1sc2nc(C)c3c(c2c1N)CCCC3,-1.7,x,-181,-1.7,7,7,0.0,-5,0.3,6,4.8
Cc1cccc(-c2nc3sc(C)cc3c(=O)o2)c1,-1.2,-0.9,-1,-1.4,-8,2,-0.3,-3,0.4,-2,-4.0
CC(=O)[C@H]1[C@H](CCc2ccccc2)NC(=O)N(Cc2ccccc2)[C@@H]1C,-2.8,-2.3,3,-1.2,-5,3,-1.5,0,-1.0,2,-0.5

# Taken from the listing (seven entries):
SMILES,hcDAF12 agonist,DAX1 inh-1,ADAM10 inh,ssDAF-12 act,GC-B act,HGIII-sPLA2 inh,FXN GAA850 act,SMARCA2 act,DAX1 inh-2,NPR1 activator,hgDAF-12 ag
Cc1nn(CC(=O)OCC(=O)Nc2c(C(C)C)cccc2C(C)C)c(C)c1[N+](=O)[O-],1.0,1.3,0,-1.3,-4,-3,0.6,-2,0.0,-9,-0.2
Cc1ccc(NC(=O)c2cc(F)c(F)cc2Cl)nc1,1.2,1.3,-11,-0.4,5,7,1.6,-3,2.9,-2,17*
COc1ccc(-c2nn(-c3ccccc3)cc2/C=N/Nc2cccc(C(=O)O)c2)cc1,-0.2,-0.6,2,-1.8,-1,-16,5.5,9.1*,1.1,-2,3.9
Cc1c(NC(=S)N2CCN(c3ccc(F)cc3)CC2)c(=O)n(-c2ccccc2)n1C,0.2,1.1,-6,-1.3,1,4,0.0,0,-0.8,4,-0.1
CC(=O)c1sc2nc(C)c3c(c2c1N)CCCC3,-1.7,x,-181,-1.7,7,7,0.0,-5,0.3,6,4.8
Cc1cccc(-c2nc3sc(C)cc3c(=O)o2)c1,-1.2,-0.9,-1,-1.4,-8,2,-0.3,-3,0.4,-2,-4.0
CC(=O)[C@H]1[C@H](CCc2ccccc2)NC(=O)N(Cc2ccccc2)[C@@H]1C,-2.8,-2.3,3,-1.2,-5,3,-1.5,0,-1.0,2,-0.5

# Following part.
SMILES,hcDAF12 agonist,DAX1 inh-1,ADAM10 inh,ssDAF-12 act,GC-B act,HGIII-sPLA2 inh,FXN GAA850 act,SMARCA2 act,DAX1 inh-2,NPR1 activator,hgDAF-12 ag
CC1(C)CC(=O)c2cc(C(=O)O)c(=O)n(-c3ccccc3)c2C1,-0.1,0.1,-7,-1.1,5,1,-0.3,2,0.6,-3,3.5
COc1ccccc1/C=N/NC(=O)c1ccc(-c2ccccc2)cc1,0.8,-0.5,11,-1.2,-9,4,-1.4,-5,-0.9,-3,-0.4
O=C(CNC(=S)N(CCCN1CCOCC1)Cc1cccs1)NCCCN1CCOCC1,5.1,-0.7,4,-1.7,-1,0,0.9,-4,-0.5,4,2.4
CCOC(=O)CN1C(=O)C(O)(c2c(C)[nH]c3ccccc23)c2ccccc21 (configuration not stated),1.3,1.1,5,0.0,-1,-1,1.6,-3,0.4,-6,0.1
O=C(Nc1cccc2ccccc12)N(c1ccccc1)c1ccccc1,1.2,2.2,-84,0.8,-5,-1,0.6,-5,-0.8,-11,2.3
CCCc1nc2cc3c(cc2[nH]1)n(C)c(=O)n3C,1.7,0.3,-60,-0.6,-1,17,0.4,-3,-0.4,7,-1.4
CCC(=O)NC(c1cccs1)c1cc(Cl)c2cccnc2c1O (configuration not stated),-1.8,-4.2,9,-1.1,1,14,-4.9,-2,-2.5,-5,-4.7
CC1CN(Cc2csc(-c3ccc(Cl)cc3)n2)CC(C)O1 (configuration not stated),-1.3,-2.0,-12,-1.1,5,-1,0.6,-3,0.3,7,7.7
Cc1cc(C)c2nc(N3CCCC(C(=O)NCCCN4CCOCC4)C3)sc2c1 (configuration not stated),1.9,0.3,-13,-0.6,-3,-4,2.4,-2,2.6,-1,3.5
CC(NC(=O)C(=O)NN=C1CCC(C(C)(C)C)CC1)c1ccccc1 (configuration not stated),-0.2,-0.1,-10,-1.6,4,10,-2.4,-1,-0.2,1,-0.5
Cc1ccc(C(=O)N/N=C\C=C\c2ccccc2[N+](=O)[O-])cn1,0.7,0.3,0,-0.4,0,0,-0.1,-1,-0.3,3,-1.9
CC1c2ccsc2CCN1C(=O)NC(=O)c1ccc(Cl)cc1 (configuration not stated),2.2,x,8,-1.0,3,3,1.3,5,0.0,-2,1.6
CC(C)C[C@@H](CN1CCC[C@@H]1CN1C(=O)C(=O)NC[C@@H]1Cc1ccccc1)N1C[C@H](Cc2ccc(O)cc2)N(CC2CCCCCC2)C(=O)C1=O,-0.7,-0.3,0,-0.7,-3,-11,-4.0,-4,-1.8,7,-2.8
CC(C)C1Cc2c(sc3c2c(=O)n(-c2ccccc2)c2n[nH]c(=S)n32)CO1 (configuration not stated),-0.5,-2.3,12,-0.4,-14,18,1.4,-7,1.5,2,-0.7
O=C(CCCC(=O)N(CC(=O)NC1CCCC1)Cc1ccccc1Cl)Nc1ccccn1,-1.7,-0.1,-8,-0.7,-1,-3,-1.1,-1,-0.1,2,-0.7
CCC(C)NC(=O)CCC(=O)Nc1ccc2nc(N3CC(C)CC(C)C3)cc(C)c2c1 (configuration not stated),-0.3,-1.0,-41,-1.4,0,4,1.4,-1,-0.4,6,-0.4
CCCC[C@@H]1C=C(C(=O)O)[C@H](c2ccc(Cl)cc2)N1S(=O)(=O)c1ccc(C)cc1,-1.2,-0.1,-6,-1.1,-1,-28,-0.1,-1,-0.3,-1,0.2
Cc1ccccc1N/C(SCc1ccc(Cl)cc1)=C(/C#N)C(=O)NCc1ccco1,-0.2,0.0,4,-1.0,-9,-15,-2.7,-3,-1.4,-1,0.6
Cc1ccc(C)c(Nc2nc(N)c3ccccc3n2)c1,4.3,4.5*,-2,0.2,-2,-5,4.1,4,2.2,-6,12*
